Bioassay records from PubChem.
Sm TGR block: blocks Schistosoma mansoni thioredoxin glutathione reductase; Q962Y6; purified TGR, DTNB reduction, TNB absorbance 405 nm; Potency, µM (highest dose often 114 µM), inactives show top-dose activity change, negative = inhibition, most hits filed as inhibitors; actives 3% (n = 360,000); AID 485364; also: nearly all actives have a fitted effect of over 60% in size
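First, TGR (20 nM dispensed) and NADPH were mixed with compound. Second, a 15 min room-temperature incubation followed. Third, further NADPH and then DTNB were added to start the reaction. Finally, TNB absorbance was monitored kinetically.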
HCV inh: inhibitors of hepatitis C virus infection | Huh7.5.1 HCVcc-Cre infection, luciferase reporter, 44 h | Potency, µM (doses to about 41.8 µM), for inactives: at the top dose activity change, negative = inhibition, actives largely listed as inhibitors | actives 3.4% (n = 340,000) | AID 651820
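Reporter virus HCVcc-Cre (~0.5 moi) infects cells exposed to compound; seeding density 1,000 cells/well with 4 h settling beforehand. Luminescence, 15 sec read, taken 44 h post-infection following a 15 min RT substrate incubation.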
Tb PYK inh: blocks Trypanosoma brucei pyruvate kinase. actives 0.12% (n = 410,000). AID 624173. Potency, µM (series often up to 76.8 µM), for inactives: at the top dose activity, negative = inhibition, most hits filed as inhibitors. TbPYK enzyme, Kinase-Glo Plus ATP luminescence, 45 min. Q57TT1; also: nearly all actives have a fitted effect of over 50% in size
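Glycolytic pyruvate kinase of T. brucei was incubated with substrate, test compound and 130 uM ADP for 45 minutes at room temperature. Luminescent Kinase-Glo Plus signal was measured after 10 minutes.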
Pf growth 48h: inhibits P. falciparum growth in the first generation, 48 h; P. falciparum luciferase growth in erythrocytes, 48 h; Potency, µM (top dose mostly 28.7 µM), without a hit: at the top dose activity change, negative = inhibition, actives largely listed as inhibitors; actives 5.9% (n = 310,000)
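Parasite viability was followed by luminescence of a genomically integrated firefly luciferase. Cultures held 0.1% parasitemia at 2% hematocrit (final), incubated under 5% CO2 at 37 C.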
LmPK inhibitor: LmPK (Leishmania mexicana) enzyme inhibition; Q27686; purified LmPK, Kinase-Glo ATP luminescence, 1 h; Potency, µM (titrated, usually from 57.5 µM), without a hit: top-dose activity change, negative = inhibition, actives largely listed as inhibitors; actives 0.37% (n = 290,000); AID 1721
Target sequence (Q27686 whole entry, looked up): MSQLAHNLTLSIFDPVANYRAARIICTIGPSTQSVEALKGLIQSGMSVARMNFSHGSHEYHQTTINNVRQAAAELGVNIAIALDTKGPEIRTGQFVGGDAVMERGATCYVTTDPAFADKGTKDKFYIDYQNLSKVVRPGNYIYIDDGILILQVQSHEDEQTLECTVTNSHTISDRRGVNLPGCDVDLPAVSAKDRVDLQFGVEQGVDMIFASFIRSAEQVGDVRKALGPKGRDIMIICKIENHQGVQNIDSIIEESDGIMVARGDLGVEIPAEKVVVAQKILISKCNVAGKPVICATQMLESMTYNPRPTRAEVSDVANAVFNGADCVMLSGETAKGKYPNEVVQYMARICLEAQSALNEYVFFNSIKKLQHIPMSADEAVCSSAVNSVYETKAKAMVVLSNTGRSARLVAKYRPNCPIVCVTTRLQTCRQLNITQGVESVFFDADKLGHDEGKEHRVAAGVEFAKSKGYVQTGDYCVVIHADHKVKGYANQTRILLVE
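Pyruvate kinase activity monitored as ATP production (luciferase luminescence). Conditions: 0.1 nM enzyme, 0.5 mM PEP, 0.1 mM ADP, 1 h, RT; normalized against uninhibited and no-enzyme wells.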
Pf growth 96h: inhibits malaria parasite growth, 96 h; actives 6.9% (n = 320,000); Potency, µM (series often up to 28.7 µM), without a hit: at the highest dose activity change, negative = inhibition, most hits filed as inhibitors; P. falciparum luciferase reporter growth, 96 h
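Readout is luminescence from an integrated firefly luciferase in P. falciparum. Red cells, 2% hematocrit and 0.05% parasitemia final, were cultured with compound through two parasite generations (96 hours) at 37 C, 5% CO2.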
Numbers without * were called inactive; ? = inconclusive; . = no result given; & = joins results of further samples; [ ] = remark or other dose. Calls follow the shape of the dose curve; as a rule, active = well fitted curve in the direction sought with a large enough effect; inconclusive = small, poorly fitted or top-dose-only effect, or another doubt; inactive = no such curve, though single readings can be large; an effect the other way counts as inactive or inconclusive. % is scaled to controls: 0 for no effect and ±100 for the full control effect; potency is read from the fitted curve at half-maximal effect.

Compound | Sm TGR block | HCV inh | Tb PYK inh | Pf growth 48h | LmPK inhibitor | Pf growth 96h
O=C(O)c1c(-c2ccc(Cl)cc2)cn2ccccc12 | 1% | -4% | 3% | 91%[activator] | -4% | 100%[activator]
COc1ccc(Oc2cnn(-c3ccccc3)c(=O)c2Br)cc1 | ? | -25% | 2% | -14% | 1% | 0%
CCCn1c(=O)n(CC(=O)NCC2CCCO2)c(=O)c2c3c(sc21)COC(C)(C)C3 (stereo not given) | 2% | 5% | 7% | -2% | 1% | ?
COc1ccc(CNC(=O)CSC(=S)N2CCCC2)cc1 | -25% | 17% | -21% | 2% | . | 16%
CCCC(NC(=O)CCl)c1ccccc1 (stereo not given) | 45µM* | ? | -3% | 9.3µM* | -4% | ?
CCC(C)(C)n1nnnc1C(c1ccc(OC)c(OC)c1)N1CCN(c2ccc(OC)cc2)CC1 (stereo not given) | -21% | -19% | 0% | . | 13% | 2%
O=C(COC(=O)c1ccc2ccccc2n1)Nc1ncc(C(F)(F)F)cc1Cl | -9% | 6% | -6% | . | 16% | 4%
Cc1cc(C)n(C(=O)c2ccc(Cn3nc(C)c(Br)c3C)o2)n1 | -1% | 13% | . | 69%[activator] | 2% | 51%

Further entries.
Compound | Sm TGR block | HCV inh | Tb PYK inh | Pf growth 48h | LmPK inhibitor | Pf growth 96h
CN(C)S(=O)(=O)N(CC(=O)Nc1ccc(F)c(F)c1)c1ccccc1 | -1% | . | -2% | -9% | 4% | .
CC(C)C(C)NC(=O)COc1ccc(S(=O)(=O)N2CCOCC2)cc1[N+](=O)[O-] (stereo not given) | -10% | 20% | -3% | 2% | 1% | 1%
CC1CCCCC1NC(=O)c1ccc(NS(=O)(=O)c2ccc3[nH]c(=O)[nH]c3c2)cc1 (stereo not given) | -3% | 23% | -3% | -28% | . | -2%
Cc1[nH]c2ccccc2c1C(c1ccccn1)c1c(C)[nH]c2ccccc12 | 5.6µM* | -16% | 3% | 9.3µM* | 1% | .
CCOC(=O)CSc1nnc(CNC(=O)c2ccc(S(=O)(=O)N3CCOCC3)cc2)n1C | 12% | 13% | 0% | -9% | -1%[11.5 µM] | 35%
O=c1c2nnn(Cc3ccc(Cl)cc3)c2ncn1Cc1ccc(F)cc1 | -1% | 13% | 1% | 35%[activator] | 0% | -1%
CCOC(=O)c1c(C)nc2c(c1-c1ccccc1)C(=O)CC(C)(C)C2 | -17% | -11% | -5% | ? | -5% | 54%[activator]
COc1ccc(CN2CC(C(=O)NCCCN3CCOCC3)CC2=O)cc1 (stereo not given) | -28% | 3% | 6% | 6% | -1% | ?

Later entries
Compound | Sm TGR block | HCV inh | Tb PYK inh | Pf growth 48h | LmPK inhibitor | Pf growth 96h
Nc1nonc1OCCOCCOCCOc1nonc1N | -2% | 16% | -4% | 8% | 10% | ?
COc1cccc(/C=C2\CCC(C3CCCC3)C2=O)c1OC (stereo not given) | -1% | 19% | -7% | 17% | -6% | 1%
O=C(Nc1ccc(/C=C/c2nc3ccccc3o2)cc1)c1cccc(C(F)(F)F)c1 | 2% | -19% | -1% | 46%[activator] | -1% | 40%[activator]
COc1ccc(CCNC(=O)CSc2nnc3ccc(-c4ccccn4)nn23)cc1OC | -4% | -12% | 0% | 0% | . | ?
Cc1ccc(NC(=S)N2CCN(C(=O)c3ccccc3)CC2)c(C)c1 | -2% | 1% | -2% | -9% | 1% | 17%
O=C(c1cc(COc2cccc3cnccc23)on1)N1CCCC(CCCO)C1 (stereo not given) | 2% | 1.4µM* | 27% | 40%[activator] | -4% | 5%
Cc1ccc(C)c(OCC(=O)O/N=C(\N)c2cccnc2)c1 | 13% | -10% | 0% | ? | 0% | 11%
CCc1cc2c(=O)c(Oc3ccccc3F)c(C)oc2c(CN(C)C)c1O | 0% | 13% | -3% | 8.3µM* | -2% | 21%

Reprinted at random: 2 records from the list.
Compound | Sm TGR block | HCV inh | Tb PYK inh | Pf growth 48h | LmPK inhibitor | Pf growth 96h
Cc1ccc(NC(=S)N2CCN(C(=O)c3ccccc3)CC2)c(C)c1 | -2% | 1% | -2% | -9% | 1% | 17%
COc1ccc(CCNC(=O)CSc2nnc3ccc(-c4ccccn4)nn23)cc1OC | -4% | -12% | 0% | 0% | . | ?

More compounds:
Compound | Sm TGR block | HCV inh | Tb PYK inh | Pf growth 48h | LmPK inhibitor | Pf growth 96h
COc1cc2c(cc1OC)CN(c1ccc3ccccc3n1)CC2 | -18% | 13µM* | -4% | 12µM* | -3% | ?
CC(C)N1C(=O)C2(OCCCO2)c2cc(Br)ccc21 | 9% | -1% | -3% | 13% | -2% | ?
CC1CCN(C(=O)COC(=O)c2ccc(N3CCCC3=O)cc2)CC1 | -9% | -2% | 1% | 0% | . | -1%
O=C(O)/C=C/C(=O)Nc1ccc(S(=O)(=O)Nc2nccs2)cc1 | -25% | 13% | -12%&3% | 41%&-8%[activator] | -6% | 1.7µM*
CC(C)(C)c1ccc(Oc2ccc(NC(=O)C3CC=CCC3C(=O)O)cc2)cc1 (stereo not given) | -6% | 18% | -1% | 4% | 8% | 9%
COc1ccc(C(CCNCc2ccccc2F)c2ccc(F)cc2)cc1 (stereo not given) | -1% | ? | -8% | 7.4µM* | 3% | ?
COc1ccc(C(=O)NCc2nnc(SCC(=O)N3CCCCCC3)o2)cc1OC | -3% | -1% | 2% | 5% | -6% | -14%
COc1ccc(NC(=S)NC(NC(=O)CF)C(Cl)(Cl)Cl)c([N+](=O)[O-])c1 (stereo not given) | 40µM* | 35%[activator] | 3% | 6% | 5% | ?

The results go on.
Compound | Sm TGR block | HCV inh | Tb PYK inh | Pf growth 48h | LmPK inhibitor | Pf growth 96h
COc1cc2nc(CN3CCN(C(c4ccccc4)c4ccccc4)CC3)[nH]c(=O)c2cc1OC | -17% | . | . | ? | 0% | ?
COc1ccc(CCN2CC(C(=O)N(C)C3CCOCC3)CCC2=O)cc1 (stereo not given) | ? | 7% | -19% | ? | -1% | -23%
Cc1ccc(C(=O)N/N=C\c2cccnc2)s1 | 6% | 2% | -6% | 32%[activator] | 0% | -21%
O=C(O)Cc1ccc2ocnc2c1 | -21% | 27% | -8% | 13% | 0% | 31%[activator]
CCCC(=O)Nc1nnc(/C=C/c2ccccc2)s1 | -6% | -12% | 2% | 42%[activator] | 1% | ?
COc1ccc(N2CCN(C(=O)c3ccccc3)CC2)c([N+](=O)[O-])c1 | 1% | 1% | 3% | 36%[activator] | -3% | ?
O=C(Nc1cccc(S(=O)(=O)N2CCCCCC2)c1)C1CC(=O)N(c2ccc3c(c2)OCCO3)C1 (stereo not given) | 5% | ? | 1% | -7% | . | -4%
Cc1cccc(OCc2nnc(SCC(=O)Nc3sc(C)c(C)c3C#N)n2C)c1 | -27% | -5% | -2% | 25% | 4% | 2%

The list goes on:
smiles | Sm TGR block | HCV inh | Tb PYK inh | Pf growth 48h | LmPK inhibitor | Pf growth 96h
COc1ccc(S(=O)(=O)NC(C)C(=O)Nc2ccccc2C(F)(F)F)cc1 (stereo not given) | -30% | -16% | -17% | ? | 2% | .
OC1(c2ccccc2Cl)NN=C2CCCCCN21 (stereo not given) | -6% | 0% | 14% | -10% | -1% | 61%[activator]
COCCNC(=O)CSc1ccccc1C(=O)NCC1CCCCC1 | 4% | -15% | 0% | -7% | -1% | -15%
CC(C)NS(=O)(=O)c1ccc(CCC(=O)N2CCOCC2)cc1 | 3% | 24% | -5% | 7% | 4% | -25%
COc1ccc(CN2CC(C(=O)NCc3ccc4c(c3)OCO4)CC2=O)cc1 (stereo not given) | 0% | -15% | 1% | . | 0% | ?
COc1cccc(-n2c(=O)c3cc(OC)c(OC)cc3n(CC(=O)Nc3cc(C)[nH]n3)c2=O)c1 | -12% | 1% | -3% | 22% | -1% | ?
COc1ccc(N(C)S(=O)(=O)c2cccc(C(=O)NCC(c3ccco3)N3CCCC3)c2)cc1 (stereo not given) | -21% | ? | 2% | 9.3µM* | . | ?
COC(=O)c1cccc(-c2noc(-c3ccccc3F)n2)c1 | 0% | . | -1% | 133%[activator] | . | 255%[activator]
Cc1cc(O)ccc1N/C=C/c1onc(C)c1[N+](=O)[O-] | -16% | -10% | -9% | 459%[activator] | -6% | 207%[activator]
CCCCCC(=O)NCC(C)NC(=O)CCCCC (stereo not given) | 3% | 12% | -10% | 3% | -1% | -1%
CCn1c(SCC(=O)Nc2ccc3c(c2)OCCO3)nnc1-c1cccnc1 | 0% | 7% | -3% | 2% | -1% | ?
O=C(O)c1ccc(N2C(=O)/C(=C/c3ccc(-c4ccc([N+](=O)[O-])cc4)o3)C=C2c2ccccc2)cc1 | 45µM* | -30% | -22% | ? | ? | 17%
Cc1ccsc1C1Nc2ccccc2C(=O)N1O (stereo not given) | -12% | 16% | -3% | -15% | 1% | ?
CCN(CC)C(=O)c1[nH]cnc1C(=O)N[C@@H](C)c1ccccc1 | 11% | 2% | 2% | 0% | . | 0%
CCOc1ccc(CCNC(=O)c2cc(C)nn2-c2ccccc2)cc1 | 8% | -29% | 1% | -13% | 0% | -7%
CCOc1ccc(C(C(=O)NCCOC)N(CCOC)C(=O)CCC(=O)Nc2ccccn2)cc1 (stereo not given) | 8% | 10% | 0% | 3% | 1% | ?
C#CCn1c2ccccc2c2nc3ccccc3nc21 | -2% | 20% | -2% | -1% | 1% | ?
CCNC(=O)CSc1nnc(-c2cc(-c3ccc(Cl)cc3)nc3ccccc23)o1 | -6% | -2% | -2% | -17% | 2% | ?
CCCCc1ccc(S(=O)(=O)NNC(=S)NCc2ccco2)cc1 | -32% | 17% | -4% | -1% | 3% | ?
COC(=O)C1=C(C)N(C)C(=O)NC1c1cc2c(cc1Br)OCO2 (stereo not given) | 0% | 5% | 8% | 17% | 2% | 115%[activator]
CC(C)C1N(C(=O)N(C)C)CCN1S(=O)(=O)c1ccccc1 (stereo not given) | -5% | -6% | -6% | -4% | -1% | 41%[activator]
CCO/C(C)=N/n1c2nc3ccccc3nc2c2c(=O)n(Cc3ccccc3Cl)c(C)nc21 | -4% | -15% | 7% | 0.74µM* | 3% | ?
CCC(=O)NC(=S)Nc1ccc(S(=O)(=O)N2CCN(C)CC2)cc1 | -19% | 17% | 2% | 5% | -11% | 15%

Entries shown so far with fluorine (nine):
smiles | Sm TGR block | HCV inh | Tb PYK inh | Pf growth 48h | LmPK inhibitor | Pf growth 96h
O=C(COC(=O)c1ccc2ccccc2n1)Nc1ncc(C(F)(F)F)cc1Cl | -9% | 6% | -6% | . | 16% | 4%
CN(C)S(=O)(=O)N(CC(=O)Nc1ccc(F)c(F)c1)c1ccccc1 | -1% | . | -2% | -9% | 4% | .
O=c1c2nnn(Cc3ccc(Cl)cc3)c2ncn1Cc1ccc(F)cc1 | -1% | 13% | 1% | 35%[activator] | 0% | -1%
O=C(Nc1ccc(/C=C/c2nc3ccccc3o2)cc1)c1cccc(C(F)(F)F)c1 | 2% | -19% | -1% | 46%[activator] | -1% | 40%[activator]
CCc1cc2c(=O)c(Oc3ccccc3F)c(C)oc2c(CN(C)C)c1O | 0% | 13% | -3% | 8.3µM* | -2% | 21%
COc1ccc(C(CCNCc2ccccc2F)c2ccc(F)cc2)cc1 (stereo not given) | -1% | ? | -8% | 7.4µM* | 3% | ?
COc1ccc(NC(=S)NC(NC(=O)CF)C(Cl)(Cl)Cl)c([N+](=O)[O-])c1 (stereo not given) | 40µM* | 35%[activator] | 3% | 6% | 5% | ?
COc1ccc(S(=O)(=O)NC(C)C(=O)Nc2ccccc2C(F)(F)F)cc1 (stereo not given) | -30% | -16% | -17% | ? | 2% | .
COC(=O)c1cccc(-c2noc(-c3ccccc3F)n2)c1 | 0% | . | -1% | 133%[activator] | . | 255%[activator]
